Screening results (PubChem)
Pf Dd2 growth – blocks in vitro growth of P. falciparum Dd2. P. falciparum Dd2 growth, SYBR Green, 72 h. Potency, µM (series often up to 28.9 µM), without a hit: at the highest dose activity, negative = inhibition, hits mostly inhibitors. 4.3% of 120,000 active. AID 1347417; active = well fitted inhibition curve with a large enough effect; inconclusive = small, poorly fitted or top-dose-only effect; inactive = no such curve, though single readings can be large or run the other way;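 note: plate controls were DMSO vehicle for no effect and reference drug for full effect; nearly all actives have a fitted effect of over 65% in size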
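Infected erythrocytes (Dd2, 0.3% parasitemia, 2.5% hematocrit final) are added to compound in RPMI-1640/Albumax II medium, grown 72 h at 37C in low oxygen, then lysed with saponin/Triton-X containing SYBR Green and read by fluorescence.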
Active calls of the source: *; i = inactive; u = inconclusive; [ ] = remark or other dose. Potency is the fitted concentration of half-maximal effect. These rows are one share of the data; rates above refer to the full screens.

mol,Pf Dd2 growth
CC(=O)c1cn(C[C@H]2CC3CCN2C[C@@H]3C(=O)NC(C)C)nn1 (stereo partly specified),-16%[44.1 µM]
COc1ncccc1CNC[C@H]1O[C@@H]2C[C@@H](CC(=O)NC(C)C)O[C@@H]2[C@@H]1O,5%[44.1 µM]
CC(=O)Nc1nonc1-c1nnc(SCc2cccc(Br)c2)n1C,-24%
COc1ccccc1C1CC(=O)NC(C)=C1C(=O)OC1CCCCCC1 (stereo unspecified),i
CCC(Sc1ncc(S(=O)(=O)c2ccc(C)cc2)c(=O)[nH]1)C(=O)Nc1cc(C)ccc1C (stereo unspecified),u
COc1ccccc1C(O)c1nc(Nc2ccc(C(C)C)cc2)n[nH]1 (stereo unspecified),i
COC(=O)[C@@H]1Cc2ncn(Cc3ccc(OC)cc3)c2CN1Cc1cccc(C#N)c1,13µM*
CO[C@H]1C(=O)N(C2CCN(C(=O)c3ccnn3C)CC2)[C@H]1c1ccncc1,31%
CCn1nccc1C(=O)N1CCCn2cc(-c3ccccc3)nc21,i
Cc1ccc(C)c(N2CCN(C(=O)CCCn3ncn4c(cc5occc54)c3=O)CC2)c1,0%
COc1ccc(CNC(=O)C(C)C2CCOCC2)cc1 (stereo unspecified),10%
Cc1nc2cc(C(=O)NCCC3=CCCCC3)ccc2n1-c1ccc(Br)cc1,4%
COCCN1CCC2(CCC1=O)CCN(C(=O)Nc1ccc(C)cc1C)CC2,22%
COc1ccc(CNc2nc3c(-c4ccc(C)cc4)nnn3c3ccccc23)cc1,6%
CCCN1C(=O)Cc2ccccc2C1C(=O)NCc1cccc(C)c1 (stereo unspecified),-22%
CN(C)C(=O)N1CCCC(c2nc(-c3ccccc3)no2)CCNC(=O)CC1 (stereo unspecified),7%
CCc1noc(CN2CCC3(CC2)CN(CCc2ccccc2)C(=O)O3)n1,-3%
COCCOC1CN(C2CCN(CC3CCCCC3)CC2)C12CCCCC2 (stereo unspecified),u
O=C(Nc1cc(F)c(F)c(F)c1)N1CCC(N2CC3CC(C2)[C@H]2CCCC(=O)N2C3)CC1 (stereo partly specified),-3%
COc1ccc(CN2Cc3[nH]cnc3C[C@H]2c2nc(C(C)C)no2)cc1,-8%[44.1 µM]
Cc1noc([C@H]2CCN(C(=O)c3ccc4ccccc4n3)C[C@H]2NC(=O)C2CC2)n1,i
CN(C)CC(=O)Nc1ccc(OC2CCN(C)CC2)nc1,-5%
O=C([C@@H]1C[C@H](F)CN1S(=O)(=O)c1ccc(Br)cc1)N1CCCCC1,-13%
COc1ccccc1NC(=O)c1sc2nc(C)c(C(=O)Nc3ccc(C)cc3C)c(-c3ccc(C)o3)c2c1N,11µM*

Given as labelled records: entries from further up
CO[C@H]1C(=O)N(C2CCN(C(=O)c3ccnn3C)CC2)[C@H]1c1ccncc1
  Pf Dd2 growth: 31%
CCn1nccc1C(=O)N1CCCn2cc(-c3ccccc3)nc21
  Pf Dd2 growth: i
Cc1ccc(C)c(N2CCN(C(=O)CCCn3ncn4c(cc5occc54)c3=O)CC2)c1
  Pf Dd2 growth: 0%

New compounds follow:
mol,Pf Dd2 growth
CCOc1ccc(-c2cc(-c3nc(-c4cc(OC)c(OC)c(OC)c4)no3)[nH]n2)cc1Cl,u
Cc1ccc(NCc2cccn2-c2nnc(N3CCC(C(=O)NC(C)C)CC3)s2)cc1,i
CN(C)C(=O)N1CCN([S+](=O)([O-])c2ccc(Cl)nc2)C(=O)C1,53%[activator]
CNC(=O)N1CCC(C2CCN(C(=O)CSC)C2)CC1 (stereo unspecified),18%
CC1=C[C@@H](CNS(C)(=O)=O)[C@H](C(C)C)C[C@H]1Cc1nnc(-c2ccccc2F)o1,u
CCC(=O)N1CCC(Cn2c(C)cnc2C2CC2)CC1,u
COc1cc(-n2cnnn2)cc(-n2ccnc2-c2cc3n(n2)CCNC3)c1,-14%
Cc1ccc(C)c(OCC(=O)c2ccc3c(c2)N(CCCC(=O)N2CCOCC2)C(=O)CO3)c1C,-2%
CN(C)C[C@@H]1CN(C2CCOCC2)C[C@H]1NC(=O)c1n[nH]c2ccccc12,u
COC(=O)c1ccc2c(c1)nc1n2[C@@H](CNC(C)=O)COC1,24%[44.1 µM]
Cc1ccc(CN(C(=O)c2ccco2)c2ccc(CC(=O)N3CCOCC3)cc2)cc1,i
N#Cc1ccc(C(=O)N2CCc3[nH]nc(C(=O)NCCCc4ccccc4)c3C2)cc1,i
O=C(c1cc(C2CC2)nc2c1c(C1CCCN1)nn2-c1ccccc1)N1CCC(F)CC1 (stereo unspecified),u
CCOCC(=O)N1CCC(Oc2nccnc2N(C)C)C1 (stereo unspecified),i
Cc1cc(=O)n(CC(=O)Nc2cccc(Cl)c2)c(N(C)Cc2ccccc2)n1,i
CCOC(=O)c1c(S(=O)(=O)N2CCCC(C(=O)NCc3ccc(Cl)cc3)C2)c(C)n(C)c1C (stereo unspecified),-6%
Cc1ccc(Cn2c(C)c3cnn(CC(=O)NCc4ccccc4)c(=O)c3c2C)cc1,-13%
COc1ccc(C(=O)N2CCCC2C(=O)Nc2ccccc2Oc2cccnc2)o1 (stereo unspecified),-9%
Cc1ccc(SCc2nc(-c3ccc(C(=O)NCC(C)c4ccccc4)cc3)oc2C)cc1 (stereo unspecified),-29%
CN1CC(=O)N(c2ccccc2)Cc2c1ncnc2N1CCOCC1,u
O=c1[nH]c2ccc(NCc3ccc(-c4ccc(F)cc4)o3)cc2[nH]1,-3%
CCN1CCCC1CNC(=O)CCC1CCN(Cc2ccc(Cl)o2)CC1 (stereo unspecified),-22%
CCN(CC)c1ccc(C(=O)NCc2ccc3c(c2)CCN3C(=O)c2ccc(F)cc2)cc1,u
O=C(Cc1ccc(-c2ccccc2)cc1)NCCS(=O)(=O)N1CCN(c2ccc(F)cc2)CC1,13%
COCCOc1ccc2c(n1)CCN(C(=O)CC1CCCCC1)C2,-1%
COc1ccc(C(=O)N2CCCC(CO)CCNC(=O)CC2)c(OC)c1 (stereo unspecified),-15%
Cc1cccc(C)c1CN1CCCC12Cc1ccccc1CNC2=O (stereo unspecified),2.5µM*
COc1ccc(S(=O)(=O)NCCc2csc(-c3ccc(F)cc3)n2)cc1,16%
COc1ccc(N=C2S[C@H]3[C@H]([C@@H](O)[C@H](O)C[C@@H]3C(N)=O)N2Cc2ccc(F)cc2)cc1,-23%
CNC(=O)[C@@H]1C[C@H](Oc2cccnc2)CN1C(=O)c1ccc(OC)nc1OC,-13%
Cc1nn(C(=O)c2ccccc2F)c(C)c1S(=O)(=O)N1CCOCC1,41%[activator]
Clc1ccc(CSc2nc(NCCc3ccccc3)c3ccccc3n2)cc1,10µM*
COc1ccc2c(c1)CCN=C2C[C@H]1CN(C(=O)NC(C)C)CC[C@H]1CC(=O)O,u
CN(Cc1ccc(F)cc1)S(=O)(=O)c1nnc(NC(=O)c2ccccc2Cl)s1,i
COc1ccc(CNC(=O)C[C@@H]2CCNC[C@@H]2Cc2cc(CN3CCOCC3)on2)cc1,16%
COc1ccc(NC(=O)c2oc3ccc(S(=O)(=O)N4CCCCC4)cc3c2C)cc1,u

Four structures from above, sorted by molecular weight, low to high.
mol,Pf Dd2 growth
COc1ccc(S(=O)(=O)NCCc2csc(-c3ccc(F)cc3)n2)cc1,16%
COc1ccc2c(c1)CCN=C2C[C@H]1CN(C(=O)NC(C)C)CC[C@H]1CC(=O)O,u
COc1ccc(NC(=O)c2oc3ccc(S(=O)(=O)N4CCCCC4)cc3c2C)cc1,u
COc1ccc(N=C2S[C@H]3[C@H]([C@@H](O)[C@H](O)C[C@@H]3C(N)=O)N2Cc2ccc(F)cc2)cc1,-23%

Shown field by field: part of the list above
smiles: COc1ccc2c(c1)CCN=C2C[C@H]1CN(C(=O)NC(C)C)CC[C@H]1CC(=O)O
- Pf Dd2 growth = u
smiles: CN(Cc1ccc(F)cc1)S(=O)(=O)c1nnc(NC(=O)c2ccccc2Cl)s1
- Pf Dd2 growth = i
smiles: COc1ccc(CNC(=O)C[C@@H]2CCNC[C@@H]2Cc2cc(CN3CCOCC3)on2)cc1
- Pf Dd2 growth = 16%

Continuation.
mol,Pf Dd2 growth
CN1C(=O)c2cccn2CC1CNC(=O)c1cc2ccccc2[nH]1 (stereo unspecified),u
CCOC(=O)C(C)NC(=O)c1c2c(nc3ccccc13)C(=O)N(C1CCCCC1)C2 (stereo unspecified),12%
O=C(Cn1c(=O)oc2cc(S(=O)(=O)N3CCCCC3)ccc21)Nc1cccc(Cl)c1,-2%
Cc1cc(C)c(Cn2cnc3nc4c(cc3c2=O)CCCC4)c(C)c1,1%
COc1ccccc1-c1noc(CCC(=O)N2CCC(Cc3noc(C)n3)CC2)n1,i
COc1cccc(NC(=O)Cn2nnc(C(=O)NCc3cccs3)c2N)c1,i
Cc1ccc(S(=O)(=O)N[C@H](C)c2c(-c3ccc(F)cc3)noc2C(=O)O)cc1,-4%[44.1 µM]
CCC(C)C(=O)NCc1cc2c(nc1OC)CN(CCc1ccccn1)C2=O (stereo unspecified),-17%
Cc1cc2cc(-c3c(C)noc3C)nc(Nc3ccccn3)c2o1,u
CC[C@H]1CN(S(=O)(=O)c2ccc(OC)cc2)CC[C@H]1CC(=O)Nc1nccs1,u
Cc1nc(C)c(C(=O)N2CC(Oc3ccc(-c4noc(-c5ccccc5)n4)cc3)C2)s1,u
Cc1ccc2c(CNC3CCC(C)CC3)c(C(=O)O)n(Cc3cccc(F)c3)c2c1 (stereo unspecified),u

Remaining list, next part.
canonical_smiles | Pf Dd2 growth
COCCCNc1ncnc2c1CN(C1CCNC1)C(=O)CN2C (stereo unspecified) | 7%
COc1ccc(-c2cc(N3CCN(C(=O)c4cccc(F)c4)CC3)n[nH]2)cc1 | i
Cc1nonc1CC(=O)NC1CC(c2cc(=O)[nH]c(C3CC3)n2)C1 (stereo unspecified) | -15%
O=C(NCc1ccc(F)cc1)c1nc(-c2ccc(Cl)cc2)c2ccccn12 | 10µM*
CC1CCCN(c2ncnc3c2nc2n3CCCCC2)C1 (stereo unspecified) | 37%[activator]
O=C(NC1CCc2nn(CC3CC3)c(=O)n2CC1)c1ccc(Cn2cncn2)o1 (stereo unspecified) | 7%
COc1cc(OC)cc(C(=O)N2CCC(n3cc(-c4nc(C)no4)nn3)CC2)c1 | -22%
CCC(C)NC(=O)C1COC2(CCN(C(=O)C3CCC3)CC2)N1C(=O)c1ccc(OC)cc1 (stereo unspecified) | -27%
O=C(NCCc1ccccc1)c1ccc(CS(=O)(=O)c2ccc(Br)cc2)o1 | 5%
CC1CCCN1c1ncnc2c1CN(c1cccnc1)C(=O)CN2C (stereo unspecified) | -3%[44.1 µM]
COc1ccc(C(=O)N2CCCN(S(=O)(=O)c3ccccc3)CCC(=O)NCC2)cc1F | -19%
CCc1ccc(C(=O)N2CCC(Cc3nc(-c4ccc(OC)cc4)no3)CC2)cc1 | u
COc1ccc(C(=O)N2C[C@@H](Oc3ccccc3)C[C@H]2C(=O)N2CCOCC2)cc1F | 5%
Cc1cc(C(=O)N2CCC(c3noc(C4CC4)n3)C2)nn1C (stereo unspecified) | i[5.79 µM]
Cc1cccc(NC(=O)N2CCCCCC2CN2CCc3ccccc3C2)c1 (stereo unspecified) | u
COc1ccc(CN2C(=O)COC[C@H]2C(=O)Nc2ccc3c(c2)OCCO3)c(OC)c1 | u
Cc1ccc(C)c(CNC(=O)c2ccc3c(c2)nc2n3CCC(C)C2)c1 (stereo unspecified) | 12%
O=C(Nc1ccc(Cl)cc1)C1CCN(C(=O)c2ncn3c2COC(c2ccccc2)C3)CC1 (stereo unspecified) | u
COc1ccc(N2CCN(C(=O)c3cnc(N4CCOCC4)c4ccccc34)CC2)cc1 | 1%
O=C1COc2ccc(-c3cc(-c4ccc(F)cc4)c4c(n3)-c3ccccc3OC4)cc2N1 | 33%[activator]
Cc1nnsc1C(=O)N[C@H]1CCN2C(=O)N(c3ccc(C(C)C)cc3)C(=O)[C@@H]2C1 | i
O=C(NCc1ccccc1)N[C@H]1CO[C@H]2[C@@H]1OC[C@@H]2n1nnnc1Oc1ccc(-n2ccnc2)cc1 | 8%
Cc1cccc(OCC(=O)N2CC(C(=O)NCc3ccncc3)C3(CCOCC3)C2)c1 (stereo unspecified) | -21%
Cc1ccc(C(=O)Nc2ccc3oc(-c4ccncc4)nc3c2)c(Cl)c1 | -18%
O=C1N(c2ccccc2)c2ccccc2C12CCN(Cc1cncs1)C2 (stereo unspecified) | u
COC1CCCN(c2cc(-c3cccnc3)nc3c(C)noc23)C1 (stereo unspecified) | i
Cc1ccc(-c2nnc(Nc3cccc(O)c3)c3ccccc23)cc1S(=O)(=O)NCC1CCCO1 (stereo unspecified) | u
Cc1oc(-c2ccccc2F)nc1CS(=O)(=O)CC(=O)N1CCN(c2cccc(C(F)(F)F)c2)CC1 | u
Cc1ccc(S(=O)(=O)N2CCc3cc(C(=O)Nc4c(C)cccc4C(C)C)ccc32)cc1 | u
COc1ccc(N(CC(=O)N2CCN(c3cccc(C)c3C)CC2)S(=O)(=O)c2c(C)noc2C)cc1 | -8%
CCOC(=O)c1ccccc1NC(=O)Cn1nnc2sc3c(c2c1=O)CCCC3 | 19%
